Screening results from PubChem BioAssay.
KOR beta-arrestin-1: KOR agonists, beta-arrestin recruitment, primary screen, cell-based, luminescence, uHTS (AID 1777) | KOR beta-arrestin recruitment, luminescence; higher % means a stronger effect | activation, % at 10 µM, or EC50 in µM where a hit was titrated | hit rate 0.02% among 280,000; in the data active means activation above about 50%, passing the limit was not always enough; further: a part of the inactive calls stands beside numbers as strong as those of hits
NOD1 NF-kB reporter: NOD1 signaling inhibitors, primary screen, cell-based, luminescence, uHTS (AID 1578). inhibition, % at 4 µM; hits with a dose series show EC50 in µM. NOD1-driven NF-kB luciferase reporter cells, luminescence; higher % means a stronger effect. hit rate 1% among 290,000; in the data active means inhibition mostly above about 36%, no sharp cut-off; inactive means mostly below about 34%;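 further: HEK-293T reporter cells stimulated with the NOD1 agonist gamma-tri-DAP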
NOD2 inhibition: NOD2 signaling inhibitors, cell-based, luminescence, uHTS, HEK293 (AID 1566). inhibition, % at 4 µM, or EC50 in µM where a hit was titrated. hit rate 0.63% among 290,000. HEK293 NOD2/NF-kB luciferase reporter, luminescence; higher % means a stronger effect; further: many of its hits are not listed in these tables
GPR55 antagonists: GPR55 antagonists blocking LPI-driven arrestin recruitment, primary screen, imaging, U2OS, beta-arrestin-GFP, LPI agonist (AID 2013); U2OS GPR55 beta-arrestin-GFP translocation imaging, LPI antagonism; higher % means a stronger effect; inhibition, % at 10 µM, or IC50 in µM where a hit was titrated; hit rate 0.13% among 290,000; G-protein coupled receptor 55 (Homo sapiens);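 active means spots per cell inhibited over 60%, with over 100 cells counted and total cytoplasm intensity under 500,000; inconclusive means wells with under 100 cells, flagged as likely toxic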;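 further: U2OS cells stably carrying GPR55 and arrestin-GFP stimulated by 5 µM LPI near EC80; imaged beta-arrestin-GFP aggregate spots per cell after agonist stimulation; plate controls were LPI-stimulated DMSO wells for no effect and DMSO wells without LPI for full effect; some results filed as inactive read as strong as hits; confirmed hits need IC50 under 10 µM and bright autofluorescent wells are also inconclusive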
NTR1 agonist: agonists of NTR1, primary screen, imaging, U2OS cells, beta-arrestin-GFP, high content (AID 493036); Neurotensin receptor type 1 (Homo sapiens), P30989; NTR1-U2OS beta-arrestin-GFP spot imaging, agonist mode; activation, % at 20 µM; hit rate 0.17% among 330,000;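 active means activation at or above 40% of the spot to cytoplasm intensity ratio, with at least 20 cells analyzed; inconclusive means wells under 20 cells, flagged as cytotoxic or low count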;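 further: 0% = DMSO without peptide and 100% = 100 nM NTR1 peptide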
Target sequence (P30989 whole entry, looked up): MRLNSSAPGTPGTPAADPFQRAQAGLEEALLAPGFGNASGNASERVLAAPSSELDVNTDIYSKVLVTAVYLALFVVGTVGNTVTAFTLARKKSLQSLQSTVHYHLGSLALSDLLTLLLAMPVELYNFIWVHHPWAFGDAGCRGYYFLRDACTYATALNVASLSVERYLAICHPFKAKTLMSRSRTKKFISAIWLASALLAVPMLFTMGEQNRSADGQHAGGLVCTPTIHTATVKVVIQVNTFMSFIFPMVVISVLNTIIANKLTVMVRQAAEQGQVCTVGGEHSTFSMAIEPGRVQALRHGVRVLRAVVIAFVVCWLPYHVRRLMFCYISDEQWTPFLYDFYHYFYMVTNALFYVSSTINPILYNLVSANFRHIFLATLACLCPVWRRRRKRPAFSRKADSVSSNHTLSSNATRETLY
GPR55 beta-arrestin: GPR55 agonists via beta-arrestin recruitment, primary screen, imaging, U2OS cells, beta-arrestin-GFP redistribution (AID 1961); G-protein coupled receptor 55 (Homo sapiens); U2OS GPR55 beta-arrestin-GFP redistribution imaging; higher % means a stronger effect; activation, % at 10 µM; hits with a dose series show EC50 in µM; hit rate 0.048% among 290,000;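 active means activation above 40% with more than 50 cells counted in the well; inconclusive means wells holding fewer than 50 cells, flagged as toxic or sparse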;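 further: U2OS osteosarcoma cells stably expressing GPR55 and beta-arrestin-GFP; plate controls were DMSO negative control for no effect and LPI positive control for full effect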
T cell HTS: modulators of CD8 T cell-vesicle binding, primary screen, mouse 2C CD8+ T cells, flow cytometry. 2C CD8+ T cell-vesicle binding; stronger effect = lower value. calls only at 7 µM. hit rate 0.068% among 330,000. AID 2052, 2009;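 active means response, share of CD8 T cells binding vesicles, and their 90th percentile fluorescence all below set limits, cut at about 80% in these data, passing the limit was not always enough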
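Incubation: binding step 1.5 h, 37 °C, antibody labelling 20 min, ice; system: murine 2C transgenic CD8+ T lymphocytes; technique: cytometric PE anti-B7-1 and Alexa647 anti-CD8 signals after 1% paraformaldehyde fixation; also added: QL9-charged Drosophila Ld/ICAM-1/B7-1 vesicles; control set: naked versus QL9-loaded vesicles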
Myeloid diff MLP: induction of myeloid progenitor differentiation, primary screen, cell-based, flow cytometry, MLPCN library; calls only at 10 µM; hit rate 1% among 360,000; AID 624256, 2012; ER-HoxA9 myeloid progenitors, lysozyme-GFP differentiation;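 active means normalized GFP-positive differentiation at or above the plate's own cutoff, the solvent-only control mean plus 3 SD; inconclusive means no clear call, values can overlap the other calls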;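 further: cells exposed to compound for four days before flow analysis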
KOR beta-arrestin-2: KOR antagonists, beta-arrestin recruitment, cell-based, luminescence, uHTS (AID 1778) | hit rate 0.091% among 290,000 | KOR beta-arrestin recruitment, luminescence, antagonist mode; higher % means a stronger effect | Kappa-type opioid receptor (Homo sapiens) | inhibition, % at 10 µM; hits with a dose series show IC50 in µM; further: strong numbers were not always called active
T cell HTS vesicle-bound %: recorded beside T cell HTS, whose call it bears; double positive events, %; measured here: CD8+ vesicle-bound cell fraction;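 binding gate set so that unloaded-vesicle control wells show 10% double positive cells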
NTR1 agonist cell count 20 µM: second read-out of NTR1 agonist, no call of its own (marks repeat the call); cell count; measured here: cell count, cytotoxicity flag
Myeloid diff MLP GFP+ MAC1+ %: recorded beside Myeloid diff MLP, whose call it bears; GFP+ MAC1+ double positive, %; measured here: differentiation confirmed by MAC1 staining
* hit, by the source's call; i = inactive; ? = inconclusive; . = no result given; [ ] = remark or other dose. Unless noted, no stated cut-off is given here; in the data, active means inhibition above about 50%; inactive means the rest. Not all compounds are listed; rates above refer to the full screens.

SMILES	KOR beta-arrestin-1	NOD1 NF-kB reporter	NOD2 inhibition	GPR55 antagonists	NTR1 agonist	NTR1 agonist cell count 20 µM	GPR55 beta-arrestin	T cell HTS	T cell HTS vesicle-bound %	Myeloid diff MLP	Myeloid diff MLP GFP+ MAC1+ %	KOR beta-arrestin-2
CC1(c2nnc(-c3cccc(Cl)c3)o2)CC(c2cccc([N+](=O)[O-])c2)=NO1 (stereo unspecified)	-1.3%	8%	29%	6%	2.8	66	-0.2%	i	20	i	1.1	19%[20 µM]
CC1CCCN(CCCNC(=O)CN2C(=O)COc3ccc(S(=O)(=O)N4CCOCC4)cc32)C1 (stereo unspecified)	-0.6%	-12%	15%	10%	-0.6	63	-0.1%	i	10	i	0.4	-22%
CSc1nnc(NC(=O)CCc2ccccc2)s1	1.6%	-37%	-11%	-4%	16	88	-0.1%	i	36	i	0.7	-17%
CCOc1cc(/C=C2/SC(=S)N(CC(=O)O)C2=O)ccc1OC(=O)c1cccs1	-1.5%	-9%	11%	-7%	-0.2	63	0.0%	i	28	i	0.6	45%
COc1cc(/C=C(/C(=O)O)c2ccc(-c3ccccc3)cc2)cc(OC)c1OC	-5.0%	0%	-9%	2%	0.4	60	-0.3%	i	31	i	0.6	21%
O=S(=O)(Cc1ccc(Cl)cc1)c1ncc(CO)n1Cc1ccccc1	-3.1%	-13%	8%	9%	0.4	30	-0.1%	i	15	i	0.3	5%[20 µM]
CSCCC(NC(=O)/C(=C\c1ccc(Cl)cc1)NC(=O)c1ccccc1)C(=O)O (stereo unspecified)	2.2%	10%	-3%	-1%	-0.2	34	-0.1%	i	28	i	0.2	-39%[20 µM]
O=C(NC1CCCCC1)C(c1ccc(F)cc1)N(Cc1ccco1)C(=O)c1csnn1 (stereo unspecified)	2.5%	3%	6%	-7%	0.9	34	-0.1%	i	19	i	3.2	-42%
COc1cc(CC(C#N)(CO)c2nc3ccccc3[nH]2)ccc1OC(F)F (stereo unspecified)	10%	-34%	-2%	14%	0.0	66	0.4%	i	7	i	0.6	-16%
Cc1sc(NC(=O)CN(CCc2ccccc2)C(=O)C2CC2)c(C(N)=O)c1C	-1.1%	-36%	10%	-5%	0.6	39	0.3%	i	38	i	0.4	0%
COCCN(CCOC)C(=O)c1ccc(NS(=O)(=O)c2ccc3c(c2)OCCO3)cc1	-1.1%	-32%	-15%	-2%	0.5	71	-0.1%	i	13	i	0.7	-10%
CC1(c2nnc(-c3ccncc3)o2)CC(c2ccc(F)cc2)=NO1 (stereo unspecified)	3.3%	5%	23%	8%	-1.6	81	-0.2%	i	18	i	1.2	18%
Cc1ccc(NC(=O)C2CC(=O)n3ncnc3N2)cc1C (stereo unspecified)	-3.4%	-33%	11%	-6%	0.1	58	-0.8%	i	14	i	0.4	-12%
O=C(NC(=S)NNC(=O)c1ccccc1O)c1cccnc1	-3.4%	5%	1%	-6%	1.9	50	0.3%	i	24	i	0.3	-16%
CCCCN(CCCC)CCn1cnc2c([nH]c3ccc(OC)cc32)c1=O	-2.8%	-12%	2%	7%	1.2	75	-0.2%	i	14	i	1.4	0%

In the list so far, these have an NH in an aromatic ring.
SMILES	KOR beta-arrestin-1	NOD1 NF-kB reporter	NOD2 inhibition	GPR55 antagonists	NTR1 agonist	NTR1 agonist cell count 20 µM	GPR55 beta-arrestin	T cell HTS	T cell HTS vesicle-bound %	Myeloid diff MLP	Myeloid diff MLP GFP+ MAC1+ %	KOR beta-arrestin-2
COc1cc(CC(C#N)(CO)c2nc3ccccc3[nH]2)ccc1OC(F)F (stereo unspecified)	10%	-34%	-2%	14%	0.0	66	0.4%	i	7	i	0.6	-16%
CCCCN(CCCC)CCn1cnc2c([nH]c3ccc(OC)cc32)c1=O	-2.8%	-12%	2%	7%	1.2	75	-0.2%	i	14	i	1.4	0%

Continuation:
SMILES	KOR beta-arrestin-1	NOD1 NF-kB reporter	NOD2 inhibition	GPR55 antagonists	NTR1 agonist	NTR1 agonist cell count 20 µM	GPR55 beta-arrestin	T cell HTS	T cell HTS vesicle-bound %	Myeloid diff MLP	Myeloid diff MLP GFP+ MAC1+ %	KOR beta-arrestin-2
COc1ccc(-c2nn(C)c(=O)c3ccccc23)cc1CNC(=O)NC1CCCCC1	-4.9%	-22%	8%	-5%	1.3	44	0.6%	i	53	.	.	-9%
O=C(O)c1ccc(/C=N/N2CCN(Cc3ccc(Cl)cc3)CC2)cc1	.	-8%	-4%	-8%	1.3	72	-0.1%	i	44	i	0.4	-66%[20 µM]
CCOC(=O)c1ccc(N2C(=O)c3n[nH]c(C)c3C2c2ccccc2)cc1 (stereo unspecified)	-6.9%	14%	16%	-1%	2.2	80	-0.1%	i	17	i	2.3	0%
C=CCn1c(SCC(=O)Nc2ccc(O)cc2)nc2sc(CC)cc2c1=O	4.9%	-6%	34%	1%	2.9	63	0.3%	i	35	i	0.5	-17%
CCCC(=O)Nc1ccc(C(=O)N/N=C/c2ccc([N+](=O)[O-])o2)cc1	-3.0%	-19%	24%	-7%	-0.3	54	-0.2%	i	28	i	1.0	.
N=c1n(-c2ccccc2)c(O)cc(=O)n1-c1ccccc1	6.8%	0%	11%	8%	1.0	75	-0.2%	i	38	i	1.9	-19%
COc1ccc(-c2cc(C(F)F)n3ncc(C(=O)N4CCCCC4)c3n2)cc1	-2.9%	7%	4%	16%	3.3	77	0.0%	i	36	i	1.5	25%
Cc1c(C)c2cc(Cl)c(OCC(=O)NC3CC(C)(C)NC(C)(C)C3)cc2oc1=O	-0.7%	2%	23%	10%	-1.3	63	-0.1%	i	26	i	3.6	-42%
C(=N\c1nc2ccccc2[nH]1)/c1cccs1	.	-8%	10%	-4%	-1.4	65	0.3%	i	23	i	7.5	-11%
O=C(CSc1nc2c(sc3ccccc32)c(=O)n1CCO)NCc1ccco1	-1.3%	6%	14%	13%	0.3	78	0.4%	i	52	i	0.7	11%
O=c1c2c3c(sc2nc(NCCO)n1Cc1ccco1)CCCCC3	-4.4%	3%	5%	-18%	3.6	85	0.8%	i	52	i	0.1	14%
O=C(Nc1ccccc1)C1=C[C@@H](C2CC2)C[C@@H](OCCCCO)O1	-0.6%	-27%	-44%	8%	-0.6	59	-0.2%	.	.	i	1.2	-13%
O=C1OC(COc2ccc(Br)cc2)CN1c1ccccc1 (stereo unspecified)	.	-4%	-16%	0%	0.1	67	-0.3%	i	10	i	0.7	4%
CC(C)=CC[N+]1(C)CCCCC1	-4.7%	8%	5%	-4%	1.3	86	0.0%	i	53	i	0.4	-2%
Cc1cccc(N2C(=O)c3cccc4c(N5CCCCC5)c([N+](=O)[O-])cc(c34)C2=O)c1C	1.8%	11%	20%	16%	0.8	48	0.1%	i	27	i	0.2	-6%
Nn1c(Cc2cccc3ccccc23)nnc1SCc1ccccc1	0.1%	-10%	-2%	11%	2.3	82	0.3%	i	22	i	0.5	10%
O=c1nc(N2CCOCC2)nc2n1CCO2	-1.5%	0%	1%	5%	-0.5	70	0.0%	i	20	i	0.6	-15%
O=C1CC(Nc2ccc(N3CCOCC3)cc2)C(=O)N1Cc1ccccc1 (stereo unspecified)	9.7%	-14%	15%	-5%	2.8	58	0.1%	i	14	i	1.0	-19%
O=S(=O)(Nc1cccc(-c2nnco2)c1)c1ccc(F)cc1F	-6.6%	-4%	19%	8%	-1.3	39	0.2%	i	55	i	0.5	15%
Cc1c(C)n(CC(O)CN2CCOCC2)c2ccccc12 (stereo unspecified)	4.8%	5%	8%	-6%	-0.7	57	-0.2%	i	44	i	2.4	-2%
O=C(NC(c1ccccc1)c1ccccc1)N1CCN(CCO)CC1	-1.8%	-2%	-6%	3%	-1.2	59	0.7%	i	23	i	0.7	-5%
CCOC(=O)c1ccc(NC(=O)Nc2ncccc2C)cc1	-0.9%	-42%	-52%	2%	-1.8	30	-0.1%	i	23	?	.	-1%[20 µM]
Fc1ccc(CNCCC(Cc2ccccc2)c2ccco2)cc1 (stereo unspecified)	3.3%	-3%	-10%	3%	-0.2	41	0.0%	i	59	i	0.4	34%
C(=C\c1ccccc1)/CN1CCN(Cc2ccc3c(c2)OCCO3)CC1	1.3%	27%	-1%	-12%	.	.	0.1%	.	.	.	.	-43%
COc1ccc(CN2CCN(CCCc3ccccc3)C(CCO)C2)c(O)c1 (stereo unspecified)	2.5%	2%	-9%	11%	3.0	60	-0.3%	i	57	i	0.4	-37%
Cc1nnc(SCC(=O)NCCN2C(=O)CSC2=O)n1-c1ccccc1	-2.8%	-34%	11%	-1%	2.6	50	-0.4%	i	2	i	0.6	1%
Cc1ccc(C)c(OCC(=O)NCC(C)C)c1C	3.9%	6%	24%	-2%	-0.6	48	0.2%	i	30	i	0.7	-15%
CC1(C)CC(=O)C2=C(C1)Nc1ccccc1NC2c1nc2ccccc2[nH]1 (stereo unspecified)	30%	5%	-12%	4%	-2.9	54	-0.1%	i	54	i	1.3	-55%
COc1ccc(CCNCCC(=O)Nc2c(C)cc(C)cc2C)cc1OC	12%	-21%	11%	2%	-0.3	39	-0.3%	i	48	i	0.5	-55%
COc1cc(OC)c(NC(=O)CCNS(=O)(=O)c2ccc3c(c2)oc(=O)n3C)cc1Cl	5.0%	-26%	-6%	15%	-1.0	33	0.1%	i	7	i	1.0	-15%
CCN1CCN(c2cc(C)c3cc(NC(=S)N4CCN(c5ccc(F)cc5)CC4)ccc3n2)CC1	0.4%	-8%	6%	12%	2.5	67	-0.3%	i	38	i	1.6	0%
